From PubChem BioAssay
Tb PGK inh: qHTS Assay to Find Inhibitors of Phosphoglycerate Kinase | PGK/GAPDH coupled, Kinase-Glo luminescence, 60 min | Potency, µM (titrated, usually from 57.5 µM), without a hit: at the top dose activity change, negative = inhibition, hits mostly inhibitors | hit rate 0.043% among 380,000 | AID 602233, 2012 | Phosphoglycerate kinase, glycosomal (Trypanosoma brucei brucei), P07378; also: potency is read from the fitted curve at half-maximal effect; % is scaled to controls: 0 for no effect and ±100 for the full control effect; nearly all actives have a fitted effect of over 60% in size
Target sequence (P07378 whole entry, looked up): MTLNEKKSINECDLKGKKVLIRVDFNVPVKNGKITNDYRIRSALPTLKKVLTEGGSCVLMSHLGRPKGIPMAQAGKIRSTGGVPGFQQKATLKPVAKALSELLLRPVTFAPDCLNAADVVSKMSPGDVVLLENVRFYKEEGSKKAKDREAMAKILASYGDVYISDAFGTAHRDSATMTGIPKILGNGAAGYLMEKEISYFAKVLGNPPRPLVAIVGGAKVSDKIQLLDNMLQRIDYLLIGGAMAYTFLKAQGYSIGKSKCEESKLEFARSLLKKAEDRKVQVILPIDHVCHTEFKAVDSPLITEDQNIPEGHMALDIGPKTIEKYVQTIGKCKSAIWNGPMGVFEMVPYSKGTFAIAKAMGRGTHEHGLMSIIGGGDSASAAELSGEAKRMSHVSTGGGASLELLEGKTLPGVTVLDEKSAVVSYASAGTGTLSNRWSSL
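Luminescent ATP detection (Kinase-Glo Plus) follows a 60-minute room-temperature incubation, with wells lacking PGK as controls. Buffer: 100 mM TEA (pH 7.6), 5 mM MgCl2, 0.01% Tween-20. Coupling enzyme GAPDH (100 nM final) supplies unstable 1,3-BPG in-well.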
JMJD2A Tudor inh: qHTS Assay for Inhibitors of JMJD2A-Tudor Domain; AlphaScreen JMJD2A-Tudor / H3K4me3 peptide binding; hit rate 4.4% among 390,000; Potency, µM (titrated, usually from 114 µM), without a hit: at the highest dose activity change, negative = inhibition, hits mostly inhibitors; Lysine-specific demethylase 4A (Homo sapiens), O75164; also: potency is read from the fitted curve at half-maximal effect; % is scaled to controls: 0 for no effect and ±100 for the full control effect; nearly all actives have a fitted effect of over 50% in size
POLH inh: qHTS for Inhibitors of Polymerase Eta; recombinant Pol eta, fluorescent DNA replication assay; DNA polymerase eta (Homo sapiens), Q9Y253; hit rate 1.2% among 390,000; AID 588591, 2011; Potency, µM (titrated, usually from 114 µM), without a hit: at the highest dose activity change, negative = inhibition, usual class: inhibitors; also: potency is read from the fitted curve at half-maximal effect; % is scaled to controls: 0 for no effect and ±100 for the full control effect
Target sequence (Q9Y253 whole entry, looked up): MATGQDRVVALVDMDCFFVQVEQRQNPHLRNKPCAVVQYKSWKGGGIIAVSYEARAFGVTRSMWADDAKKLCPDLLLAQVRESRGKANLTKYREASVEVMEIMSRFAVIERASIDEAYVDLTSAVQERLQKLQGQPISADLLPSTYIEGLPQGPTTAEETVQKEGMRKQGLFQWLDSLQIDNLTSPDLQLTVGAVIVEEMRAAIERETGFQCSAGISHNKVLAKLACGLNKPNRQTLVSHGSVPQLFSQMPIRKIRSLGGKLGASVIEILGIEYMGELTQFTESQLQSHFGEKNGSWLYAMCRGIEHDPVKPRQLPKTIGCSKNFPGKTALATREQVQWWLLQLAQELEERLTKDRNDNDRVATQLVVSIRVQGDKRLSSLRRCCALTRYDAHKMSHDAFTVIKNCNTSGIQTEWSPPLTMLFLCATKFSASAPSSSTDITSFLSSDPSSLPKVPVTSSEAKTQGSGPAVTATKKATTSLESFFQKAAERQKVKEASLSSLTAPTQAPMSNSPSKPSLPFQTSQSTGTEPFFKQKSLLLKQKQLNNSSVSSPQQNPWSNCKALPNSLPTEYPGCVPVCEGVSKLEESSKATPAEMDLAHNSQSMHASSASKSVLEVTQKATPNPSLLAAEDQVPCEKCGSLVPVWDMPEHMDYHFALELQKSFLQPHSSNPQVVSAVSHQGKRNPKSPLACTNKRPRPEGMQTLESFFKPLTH
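Fluorescent replication assay: 50 nM final substrate added after a 15 min room-temperature compound preincubation with 10 nM enzyme. Signal taken at 0 min and again at 10 min.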
PI4K2A block: qHTS for small molecular inhibitors of PI4K2A; activity change, negative = inhibition, % at 76.9 µM; Phosphatidylinositol 4-kinase type 2-alpha (Homo sapiens), Q9BTU6; hit rate 0.13% among 420,000; purified PI4K2A, ADP-Glo luminescence, 1 h; active compounds read low; AID 1346378, 2018; in the data active = activity change below about -50%; inconclusive = mostly about -30% to -49%;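 also: -100% = wells without enzyme as full effect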
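Compounds are screened against recombinant PI4K2A using PI as substrate and ATP, the latter dispensed at 300 microM. Reactions run one hour at ambient temperature before ADP-Glo detection; full inhibition defined by wells lacking enzyme.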
GLS inh: qHTS for Inhibitors of Glutaminase (GLS). Glutaminase kidney isoform, mitochondrial (Homo sapiens), O94925. GLS enzymatic activity, qHTS titration. Potency, µM (doses to about 45.5 µM), without a hit: at the highest dose activity change, negative = inhibition, hits mostly inhibitors. hit rate 0.21% among 410,000. AID 624170, 2012; also: potency is read from the fitted curve at half-maximal effect; % is scaled to controls: 0 for no effect and ±100 for the full control effect
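Compounds were pin-transferred onto hKGA, after which L-glutamine (1 mM solution) and a detection mix of glutamate oxidase, HRP and Amplex Red were added. Initial and 30 min RT fluorescence reads were collected.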
G9a inh: qHTS Assay for Inhibitors of Histone Lysine Methyltransferase G9a. hit rate 8.8% among 350,000. G9a H3K9 monomethylation, AlphaScreen, 2 h. AID 504332, 2011. Potency, µM (highest dose often 102 µM), for inactives: at the top dose activity, negative = inhibition, usual class: inhibitors; also: potency is read from the fitted curve at half-maximal effect; % is scaled to controls: 0 for no effect and ±100 for the full control effect; nearly all actives have a fitted effect of over 75% in size
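Quantitative HTS format: methyltransferase activity on a biotin-tagged H3K9 peptide is measured by AlphaScreen, using a rabbit anti-monomethyl-H3K9 antibody with streptavidin donor and anti-IgG acceptor beads. Final levels are 20 nM enzyme, 500 nM peptide, 20 uM SAM; 2 h RT.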
HP1b chromo inh: HTS for Inhibitors of HP1-beta Chromodomain Interactions with Methylated Histone Tails; Potency, µM (series often up to 114 µM), for the others: at the highest dose activity change, negative = inhibition, hits mostly inhibitors; Chromobox protein homolog 1 (Homo sapiens), P83916; AlphaScreen HP1-beta / biotin-H3K9me3 peptide binding; hit rate 0.56% among 390,000; also: potency is read from the fitted curve at half-maximal effect; nearly all actives have a fitted effect of over 70% in size; inactives centre near 23
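AlphaScreen: HP1-beta (50 nM) preformed 30 min with biotin-H3(1-18)K9me3 peptide (50 nM) in PBS pH 7.4, 0.01% Tween-20. Compound added for 30 min at RT, then streptavidin donor/nickel chelate acceptor beads (10 ug/mL) for 30 min.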
Pin1 inhibitor: qHTS Assay to Find Inhibitors of Pin1 | Potency, µM (series often up to 115 µM), for inactives: at the top dose activity, negative = inhibition, actives largely listed as inhibitors | hit rate 0.009% among 390,000 | Pin1 FP peptide displacement, HiFluor488, 10 min | AID 504891, 2011; active = well fitted inhibition curve with a large enough effect in the polarisation, with a control signal flat, not every such curve was filed as active; inconclusive = small, poorly fitted or top-dose-only effect, or effect the other way, or a change in a side signal; inactive = no such curve, though single readings can be large or run the other way; the % refers to the polarisation; also: potency is read from the fitted curve at half-maximal effect; % is scaled to controls: 0 for no effect and ±100 for the full control effect
BAZ2B inh: qHTS Assay for Inhibitors of BAZ2B. hit rate 4.4% among 360,000. AlphaScreen BAZ2B-H3K14Ac peptide displacement. Bromodomain adjacent to zinc finger domain protein 2B (Homo sapiens), Q9UIF8. Potency, µM (highest dose often 114 µM), for inactives: at the highest dose activity change, negative = inhibition, actives largely listed as inhibitors; also: potency is read from the fitted curve at half-maximal effect; % is scaled to controls: 0 for no effect and ±100 for the full control effect; nearly all actives have a fitted effect of over 60% in size
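Compounds, titrated to a top concentration of 110 uM, were incubated 30 min at room temperature with preformed BAZ2B/acetyl-K14 H3 peptide complex (50 nM each). Proximity signal was measured by AlphaScreen after 20 min with beads.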
* = called active by the depositor; i = inactive; ? = inconclusive; / = no result given; [ ] = remark or other dose. Unless noted, calls follow the shape of the dose curve; as a rule, active = well fitted curve in the direction sought with a large enough effect; inconclusive = small, poorly fitted or top-dose-only effect, or another doubt; inactive = no such curve, though single readings can be large; an effect the other way counts as inactive or inconclusive.

SMILES | Tb PGK inh | JMJD2A Tudor inh | POLH inh | PI4K2A block | GLS inh | G9a inh | HP1b chromo inh | Pin1 inhibitor | BAZ2B inh
CCC1(CC)NC(=O)N(CC(=O)OC(C)C(=O)Nc2ccc(Cl)cn2)C1=O (stereo not drawn) | -5.8% | 4.1% | -29.1% | -2.7 | -9.1% | -43.2% | 22.0% | -3.7% | -0.5%
COc1cccc(NC(=O)CSc2nc(-c3ccccc3Cl)nc3c2Cc2c(CO)cnc(C)c2O3)c1 | -4.5% | 5.5% | -15.7% | -1.2 | -10.6% | -4.6%[59 µM] | 35.5% | 4.6% | -1.7%
CC(=O)Nc1ccc(S(=O)(=O)N2CCN(CCN3CCOCC3)CC2)cc1Cl | 3.8% | -7.7% | 18.4% | 3.7 | -0.3% | -8.4% | 39.5%[activator] | -0.6% | -6.1%
CC(=NNC(=S)N1CC2CCC(CC2)C1)c1cnccn1 | -2.9% | 11.2µM* | -7.8% | -0.1 | -11.4% | / | ? | -7.1% | /
C=C1CCC(O)C2(C)CCC3C(C)C(=O)OC3C12O (stereo not drawn) | -10.2% | -9.8% | -10.9% | -0.4 | 5.5% | 1.4%[2.33 µM] | 7.7% | 1.5% | -1.8%
CCCCn1c(N)c(N(CC(C)C)C(=O)COC(=O)Cc2cccc(OC)c2)c(=O)[nH]c1=O | 2.0% | -1.4% | -12.6% | -2.5 | -2.3% | -5.9% | 35.6% | -6.5% | -4.6%
CC(=O)Nc1ccc(Nc2cc(C)nc3ccccc23)cc1 | -5.9% | -7.7% | -19.5% | 5.6 | 13.3% | / | 24.0% | 0.1% | /
O=c1[nH]cc(CCc2ccccc2)c(=O)[nH]1 | -6.6% | / | -13.0% | -6.3 | -8.9% | / | / | / | /
Cc1ccc(NC(=O)c2ccc(CNS(=O)(=O)c3ccc4c(c3)C(C)(C)C(=O)N4C)cc2)cc1C | 15.0% | -6.2% | -9.0% | 0.5 | 4.1% | -6.9%[59 µM] | 24.1% | 8.2% | -13.8%
O=C(NC12CC3CC(CC(C3)C1)C2)OCCNC1CCCCC1 | -0.7% | -11.0% | -14.0% | -5.8 | -0.3% | / | 11.8% | 0.2% | -2.6%
CN1CCN(C(=O)c2cn(-c3ccccc3)nc2-c2cccs2)CC1 | -7.6% | -8.5% | 1.7% | 0.4 | 0.3% | 8.2% | 34.6% | -1.9% | 3.4%
CC1CN(C(=O)c2ccc(COc3ccccc3Br)o2)CC(C)O1 (stereo not drawn) | -8.3% | -3.5% | -15.7% | 1.3 | -16.5% | ? | 40.0%[activator] | -0.2% | -7.0%
CCc1ccc(NC(=O)CSc2nnc(COc3ccc4c(c3)CCCC4)o2)cc1 | 1.2% | 4.8% | -20.1% | -1.2 | 9.1% | 24.4% | 20.5% | 0.1% | 5.6%
Cc1ccc(OCc2n[nH]c(=S)n2C2CCCCC2)cc1 | / | 56.2µM* | -1.0% | 0.2 | -4.1% | 1.12µM* | -11.2% | 0.3% | -34.4%
CSc1ncnc2c1ncn2CC(=O)C1CCC2C3CCC4=CC(=O)CCC4(C)C3CCC12C (stereo not drawn) | -1.7% | -16.0% | -4.8% | -2.6 | 6.9% | / | 7.6% | 12.0% | /
CNc1ccccc1-n1ccc(-c2ccccc2)n1 | -14.6% | 20.2% | -0.1% | -2.1 | 25.8% | 17.1%[59 µM] | 43.9%[activator] | 0.5% | 16.3%
O=C(CSc1n[nH]c(-c2ccco2)n1)Nc1ccccc1Cl | 5.4% | -15.5% | -3.1% | -4.9 | 1.8% | -11.0% | 31.4%[activator] | -14.9% | -6.4%
CCc1nn2c(=O)cc(COc3cccc(NC(=O)c4ccco4)c3)nc2s1 | -13.4% | 25.1µM* | ? | -8.9 | 16.2% | / | 12.8% | ? | ?
COc1cc(/C=C(/C#N)C(=O)c2c(C)[nH]c3ccccc23)ccc1OCC#N | 4.3% | ? | -22.5% | 0.6 | 13.9% | ? | ? | 10.0% | ?
O=C(Nc1ccc2[nH]ncc2c1)c1ccccc1Br | -7.8% | -14.5% | 6.5% | -4.4 | -8.4% | -4.5% | 13.9% | 0.1% | -13.7%
CC1CCN(C(=O)CN2CCSc3ccc(S(=O)(=O)N(C)C)cc32)CC1 | 2.9% | -14.1% | -8.6% | -4.0 | -1.8% | -1.3%[59 µM] | 25.8%[57 µM] | -1.5% | -11.1%
O=C(NNC(=S)Nc1ccc(F)c(Cl)c1)c1ccccc1Br | 1.5% | -35.5% | -13.8% | 4.6 | 19.2% | -39.4%[12.7 µM] | -0.8% | 0.0% | -0.3%
Cc1ccccc1NC1=NC(=S)N(c2ccccc2)C12CCOC(C)(C)C2 (stereo not drawn) | 5.2% | 7.4% | 1.3% | 0.9 | / | 35.6% | 24.2% | -1.3% | -9.4%
CCC(C)NC(=O)CSc1ncnc2sccc12 (stereo not drawn) | i | -4.1% | -3.7% | -0.2 | 1.1% | 31.6% | 23.1% | 1.4% | -1.8%
CS(=O)(=O)c1ccc(-c2nn[nH]n2)cc1 | i | -10.7%[11.4 µM] | -12.3% | -9.8 | -5.1% | 9.9%[59 µM] | 32.8% | 0.2% | -11.5%
COc1c2ccoc2nc2c(OC)c(OC[C@@H](O)C(C)(C)O)ccc12 | -10.5% | -21.4% | -15.4% | -3.6 | 2.1% | 2.0%[59 µM] | 27.9% | -2.0% | 9.1%
Cc1nc2cc(C(=O)OCC(=O)NC3CCS(=O)(=O)C3)ccc2n1-c1ccccc1 (stereo not drawn) | -12.8% | -7.3% | -5.1% | -10.5 | -1.1% | -9.9%[59 µM] | 12.4% | 3.5% | 5.9%
Cc1cccc(C)c1NC(=O)CN(C)CC(=O)Nc1ccc(F)c(Cl)c1 | -4.6% | -10.5% | 0.5% | 3.6 | -17.3% | 8.6%[59 µM] | 10.0% | 2.3% | -16.5%
CC(=O)N1CCCC1c1nc2ccccc2n1Cc1cccc(Cl)c1 (stereo not drawn) | 4.1% | 4.0% | -13.6% | 1.7 | -26.6% | -27.8%[59 µM] | 35.8% | -1.6% | -14.0%
CCOC(=O)/C=c1\s/c(=C(\C#N)C(N)=O)n(-c2ccccc2)c1=O | 18.3% | -12.4% | -9.8% | -10.6 | -11.5% | ? | 41.9%[activator] | ? | -14.6%
C[C@@H]1CN([C@@H](C)CO)C(=O)c2cccc(NS(=O)(=O)c3cccs3)c2O[C@H]1CN(C)Cc1ccc(C(F)(F)F)cc1 | 1.4% | -24.3% | -15.9% | -0.3 | 5.0% | / | 17.5% | 0.8% | /
COc1cc(-c2nc3c[n+](CC(=O)c4ccccc4)ccc3n2C)cc(OC)c1OC | -9.2% | 18.6% | -23.4% | -5.0 | 9.0% | 5.7%[59 µM] | 16.7% | 0.8% | 9.3%
COc1ccc(/C(C)=N/OC/C(O)=C(\C#N)c2nc3ccccc3[nH]2)c(OC)c1 | i | -3.7% | 1.5% | 5.1 | -5.5% | 40.0%[activator][59 µM] | 30.0% | ? | -1.6%
Cc1ccc(CN(C)C(=O)c2cc(COc3ccc(F)cc3Cl)on2)o1 | 4.2% | ? | -25.8% | 7.8 | ? | / | -10.9% | -3.0% | 10.2%
CCOc1ccc(-n2nc3cc(C)c(NC(=O)c4cc(OCC)c(OCC)c(OCC)c4)cc3n2)cc1 | -9.8% | -2.1% | -10.1% | 1.9 | 1.1% | 6.9%[59 µM] | 37.9% | 0.6% | 0.1%
Cc1[nH]cnc1C(=O)N/N=C/c1ccc([N+](=O)[O-])s1 | -10.8% | -19.0% | 6.4% | 6.8 | 1.0% | 9.1% | 17.6% | 6.2% | -24.9%
Cc1onc(-c2c(F)cccc2Cl)c1C(=O)N(C)CCc1ccccn1 | -1.9% | -4.8% | 0.9% | 0.9 | 3.9% | 39.9% | 29.8% | 0.4% | -21.8%
O=P(c1ccccc1)(c1ccccc1)C(O)c1ccco1 (stereo not drawn) | i | 5.6% | 1.3% | -2.3 | 9.2% | ? | 29.1% | 3.8% | 0.2%
Cc1ccc2nc(NCC(=O)O)nc(-c3ccccc3)c2c1 | 6.5% | 7.7% | 0.2% | 3.6 | 8.1% | 77.8%[activator][59 µM] | 50.1%[activator] | ? | 3.9%
COc1cccc(CNC(=O)c2cccc(NC3=NC4CS(=O)(=O)CC4S3)c2)c1 (stereo not drawn) | -1.9% | -18.8% | -11.4% | 3.3 | 11.5% | / | 13.9% | -0.8% | 10.2%
O=C(COc1ccccc1)c1ccccc1 | i | 16.6% | -15.5% | -1.3 | -1.4% | / | 71.3%[activator] | 1.6% | /
CCCCOC(=O)c1ccc(NC(=O)/C(C#N)=C/c2ccc(C)o2)cc1 | 10.1% | -11.8% | -12.3% | -1.4 | 13.7% | -33.1%[59 µM] | 14.1% | ? | -10.5%

Reformatted: 2 of the compounds above.
SMILES	Tb PGK inh	JMJD2A Tudor inh	POLH inh	PI4K2A block	GLS inh	G9a inh	HP1b chromo inh	Pin1 inhibitor	BAZ2B inh
COc1ccc(/C(C)=N/OC/C(O)=C(\C#N)c2nc3ccccc3[nH]2)c(OC)c1	i	-3.7%	1.5%	5.1	-5.5%	40.0%[activator][59 µM]	30.0%	?	-1.6%
Cc1ccc(CN(C)C(=O)c2cc(COc3ccc(F)cc3Cl)on2)o1	4.2%	?	-25.8%	7.8	?	/	-10.9%	-3.0%	10.2%

An excerpt; count on the stated rates, not on these rows.
